CYP2C9 activ: CYP2C9 (human) activation; P11712; recombinant CYP2C9, luciferin-H conversion, luminescence; active compounds read high; factor 1 = untreated enzyme, 0 = blocked; activation factor at 5 µM; actives 1.4% (n = 96,000); AID 1024;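 active = activation factor of 2 or more for CYP2C9 at a 5 µM dose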;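 also: 0 = sulfaphenazole-blocked wells and 1 = vehicle-only wells; values of inactives mirror those of a sister screen read the other way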
CYP2C19 activ: increases human CYP2C19 enzyme activity. AID 1025. recombinant CYP2C19, luciferin-H EGE luminescence; active compounds read high; 0 = fully inhibited enzyme, 1 = untreated enzyme. 96,000 tested, under 10 active. P33261. activation factor at 5 µM;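 active = activation factor of at least 2 at 5 µM in the primary screen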;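 also: 0 = wells with 2.5 mM tranylcypromine and 1 = vehicle-only wells; values of inactives mirror those of a sister screen read the other way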
EphB4 ephrin blk: blocks human EphB4 binding to ephrin-B2 | EphB4 LBD / TNYL-RAW-Alexa532 peptide, fluorescence polarization | inhibition, % at 7 µM | P54760 | actives 0.15% (n = 97,000) | AID 720;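 active = inhibition above the screen-wide mean inhibition plus 3 SD, cut at about 15% in these data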;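 also: 0% = DMSO wells and 100% = excess unlabeled TNYL-RAW peptide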
HIV Rev-RRE inh: HIV Rev-RRE protein-RNA interaction inhibition. P05866. Rev peptide-RRE RNA binding, FRET. inhibition, % at 8 µM. actives 0.79% (n = 97,000);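 active = inhibition above the screen-wide mean plus 3 SD, cut at about 35% in these data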;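 also: 0% = median DMSO wells and 100% = median Neomycin B control wells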
Target sequence (P05866 whole entry, looked up): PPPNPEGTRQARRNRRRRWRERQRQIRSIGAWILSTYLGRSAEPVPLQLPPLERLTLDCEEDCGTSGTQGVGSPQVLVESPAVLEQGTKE
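Test system: Cy5-tagged RRE RNA duplex with fluorescein-tagged Rev peptide | Read-out: % inhibition of FRET ratio versus controls | Probe or stimulus: Labelled Rev peptide | Incubation: 5 min RNA-compound premix plus 15 min binding step, 25 °C | Technique: FRET fluorescence readout | Benchmarks: DMSO low control, neomycin B high control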
PLAP activator: activators of human placental alkaline phosphatase | purified PLAP enzyme, luminescent substrate read-out; active compounds read high | activation fold at 20 µM | actives 1.2% (n = 96,000) | AID 696; in the data active = activation fold above about 2
PLK1 kinase inh: inhibitors of human PLK1 kinase | inhibition, % at 10 µM | AID 619 | recombinant PLK1 kinase, TR-FRET peptide phosphorylation | actives 0.53% (n = 97,000) | P53350;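 active = inhibition of 50% or more in the single-concentration screen; inactive = inhibition below 50%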;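 also: 0% = DMSO max control and 100% = H-89 dihydrochloride min control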
Target sequence (P53350 whole entry, looked up): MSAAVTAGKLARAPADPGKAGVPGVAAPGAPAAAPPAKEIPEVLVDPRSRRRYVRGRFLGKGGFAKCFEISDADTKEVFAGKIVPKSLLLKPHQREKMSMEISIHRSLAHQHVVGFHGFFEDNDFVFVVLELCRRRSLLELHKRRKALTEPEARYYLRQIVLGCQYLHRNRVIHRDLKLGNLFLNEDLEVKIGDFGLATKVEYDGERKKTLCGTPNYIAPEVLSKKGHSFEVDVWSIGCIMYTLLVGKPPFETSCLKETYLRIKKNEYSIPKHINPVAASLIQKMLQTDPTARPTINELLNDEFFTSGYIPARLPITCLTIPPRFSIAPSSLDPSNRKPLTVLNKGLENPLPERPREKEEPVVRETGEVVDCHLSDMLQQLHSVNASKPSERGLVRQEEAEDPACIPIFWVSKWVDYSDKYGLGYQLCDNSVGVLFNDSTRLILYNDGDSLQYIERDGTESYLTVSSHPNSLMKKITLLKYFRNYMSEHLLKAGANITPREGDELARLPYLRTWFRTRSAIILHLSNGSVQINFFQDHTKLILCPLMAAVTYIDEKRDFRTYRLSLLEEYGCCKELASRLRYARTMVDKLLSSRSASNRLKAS
Plk1 PBD FP: inhibitors of human Plk1 polo box domain binding. actives 0.13% (n = 97,000). Plk1 PBD phosphopeptide binding, fluorescence polarization. P53350. inhibition, %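 (tested at about 20 µM)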; in the data active = inhibition above about 34%, passing the limit was not always enough
CYP2C9 inh: human CYP2C9 inhibition; P11712; CYP2C9 Supersomes, luciferin-H conversion, luminescence; inhibition, % at 5 µM; actives 20% (n = 96,000); AID 777;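 active = blocking of liver enzyme CYP2C9 beyond about 50% at 5 µM, limit read from the data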; also: values of inactives mirror those of a sister screen read the other way
CYP2C19 inh: inhibitors of human CYP2C19; P33261; inhibition, % at 5 µM; CYP2C19 Supersomes, luciferin-H EGE luminescence, 30 min; actives 21% (n = 96,000);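 active = CYP2C19 inhibition above a set limit at 5 µM in the primary screen, cut at about 50% in these data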;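 also: plate controls were negative control wells for no effect and 2.5 mM tranylcypromine positive control for full effect; values of inactives mirror those of a sister screen read the other way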
Numbers without * were called inactive; i = inactive; x = not tested or not shown.

SMILES	CYP2C9 activ	CYP2C19 activ	EphB4 ephrin blk	HIV Rev-RRE inh	PLAP activator	PLK1 kinase inh	Plk1 PBD FP	CYP2C9 inh	CYP2C19 inh
Cc1ccc(CNCC2CCCO2)o1 (stereo unspecified)	1.1	1.2	5.5	9.1	1.1	-12.7	-7.5	-5.5	-16.7
c1ccc(-c2ccc(Oc3cc(N4CCOCC4)nc(-c4ccccc4)n3)cc2)cc1	0.8	1	-1.6	8.6	0.8	-6.7	-11.7	15.6	-0.9
CCN(CC)c1ccc(NC(=O)c2[nH]c(C)c(C(C)=O)c2C)c(C)c1	1.3	0.9	2.9	-3.3	0.9	-14.8	-12.3	-33.9	5.9
CCOCC(=O)Nc1nnc(C)s1	1.1	1	-0.8	-0.7	1	-4.2	-15.0	-8.2	-2.7
CC(=O)Nc1ccc([N+](=O)[O-])cn1	1.2	1	1.6	6.8	0.7	-9.7	-5.9	-22.9	2.8
COc1cc(C(C(=O)NC(C)(C)C)N(Cc2ccccc2)C(=O)c2cnccn2)cc(OC)c1OC (stereo unspecified)	1	1	-1.4	-0.3	1.5	6.1	27.3	0.7	0.3
Cn1nc(C(F)(F)F)c(/C=N/OC(=O)c2ccccc2)c1SCc1ccc(Cl)cc1	0.9	0.9	-1.0	9.5	0.9	-0.7	-15.8	12.1	11.5
COc1ccc(C(=O)C(OC(=O)c2ccc(C)c(NC(C)=O)c2)c2ccccc2)cc1 (stereo unspecified)	0.4	0.6	-5.0	0.8	1.5	-10.7	-6.1	62.0*	41.2
O=C(Nc1ccncc1)c1ccc2c(c1)OCCO2	0.5	0.2	x	x	0.9	x	x	50.1*	76.6*
COc1ccccc1N(CC(=O)N1CCCCCC1)S(C)(=O)=O	1	1.1	-0.4	10.0	0.9	-7.1	-30.5	-3.9	-9.5
CCSc1nnc(-c2ccccc2NC(C)=O)c(=O)[nH]1	0.8	1.1	-1.3	5.0	0.9	-4.6	-4.4	16.4	-5.6
COC(=O)C1=C(C)N(C)C(=O)/C1=C\c1ccco1	0.7	1	-6.2	1.0	1	-10.9	-17.8	33.9	-1.7
Cc1ccc(-n2c(-c3ccco3)nc3c(cnn3-c3ccccc3C)c2=O)cc1	1.2	1.1	-0.1	5.4	0.9	-2.6	-4.1	-15.4	-12.3
COc1ccccc1NC(=O)c1ccccc1NS(=O)(=O)N1CCCC1	1.1	0.7	-3.6	8.4	1	-5.0	-19.1	-12.2	30.3
CS(=O)(=O)c1ccc2nc(NC(=O)CC3CCCC3)sc2c1	0.9	1	x	x	1.2	x	x	9.1	-2.7
COc1cc2ccccc2cc1C(=O)Nc1cccnc1	0.7	0.6	2.1	5.7	0.7	-11.0	-4.5	31.5	43.8
O=C(Cn1ccsc1=NC(=O)c1ccco1)c1ccccc1	0.7	0.7	-0.3	1.3	0.9	2.3	-21.8	32.5	28.0
N#Cc1cc(Oc2cccc3cccnc23)c(-n2nnc3ccccc32)cc1C#N	0.9	1	-10.0	5.8	1	-4.8	-6.3	11.0	-2.8
Cc1nc(-c2ccc(O)c(O)c2)cs1	1.1	1	-6.6	7.2	0.6	1.7	-1.1	-9.3	-0.2
COc1ccc(C(=O)C2CCN(C(=O)c3ccc(C)cc3)CC2)cc1	0.7	0.6	-1.1	4.6	1.1	-5.5	i	29.4	43.5
Cc1cc(C)cc(N(CC(=O)NCc2cccnc2)S(C)(=O)=O)c1	0.9	0.4	-4.4	5.9	1	-3.0	-10.1	10.2	63.6*
NS(=O)(=O)c1ccc(NS(=O)(=O)c2cccs2)cc1	0.8	0.9	0.3	3.8	1.1	-3.8	-2.7	21.8	8.0
Cc1cc(C(=O)CSc2nnc(-c3ccccc3)o2)c(C)n1CC1COc2ccccc2O1 (stereo unspecified)	0.6	0.1	3.6	5.3	1.3	-7.7	-15.7	44.6	87.5*
O=S(=O)(c1cccc(-c2nnc(SCc3nc4ccccc4s3)o2)c1)N1CCOCC1	0.5	0.5	-10.3	2.5	1.4	-1.5	-35.7	49.7	50.7*
CCOc1ccc(Cc2nc(C)c(CC(=O)N3CCOCC3)c(=O)[nH]2)cc1	1.2	1	-0.8	1.2	1.1	-7.3	14.1	-15.3	0.1
Cn1c(-c2ccc(F)cc2)cnc1NCc1cccc(F)c1	0.6	0.5	2.5	-2.8	0.9	-11.1	4.0	36.6	53.3*
CC1(C)CC(=O)C=C(Nc2ccccc2O)C1	1	1	-4.8	0.3	1	-2.4	17.7	-2.9	2.7
COc1ccc2[nH]c(=O)c(CN(CCO)C(=O)NCc3ccccc3)cc2c1	1	1	-9.0	6.8	1	-5.1	26.1	-2.6	-3.7
O=c1cc(Cn2nnc(-c3ccc(Cl)cc3)n2)nc2sccn12	0.4	0.3	x	x	0.8	x	x	63.5*	65.5*
Cc1ccc(/C=N/N2CCN(c3ccncc3S(=O)(=O)N3CCCCC3)CC2)cc1	0.9	1	-2.3	-6.4	0.9	-1.9	13.8	10.0	-1.7
Cc1cc(NS(=O)(=O)c2ccc(NC(=O)C(C)Oc3ccc4c(C)cc(=O)oc4c3)cc2)no1 (stereo unspecified)	0.7	1	1.1	4.3	1.2	-12.2	1.3	31.2	-2.8
CCCSc1nc2c(=O)[nH][nH]c(=O)c2n1Cc1ccccc1	x	x	1.7	10.8	x	-13.2	-6.0	x	x
O=C(Nc1ccccc1C(F)(F)F)N1CCC(N2CCCCC2)CC1	1	1	-2.0	5.8	1	-12.6	17.6	-2.4	-4.9
COCCNC(=O)CN(c1ccc(C)cc1)S(=O)(=O)c1ccc(SC)cc1	0.2	0	x	x	1.7	x	x	76.9*	97.6*
Cc1ccc(CCNC(=O)C2CCC(=O)N2C2CCCC2)cc1 (stereo unspecified)	0.9	0.8	10.2	-5.6	0.9	-13.9	10.7	9.4	16.2
N#Cc1c(/N=C/c2ccco2)sc2c1CCCCC2	1	0.9	2.4	11.3	0.9	-4.3	37.2	-4.7	10.4

Two of the compounds above, with values under each structure.
Values run as follows: CYP2C9 activ | CYP2C19 activ | EphB4 ephrin blk | HIV Rev-RRE inh | PLAP activator | PLK1 kinase inh | Plk1 PBD FP | CYP2C9 inh | CYP2C19 inh
O=C(Nc1ccncc1)c1ccc2c(c1)OCCO2
→ 0.5 | 0.2 | x | x | 0.9 | x | x | 50.1* | 76.6*
COc1ccccc1N(CC(=O)N1CCCCCC1)S(C)(=O)=O
→ 1 | 1.1 | -0.4 | 10.0 | 0.9 | -7.1 | -30.5 | -3.9 | -9.5

(next part)
SMILES	CYP2C9 activ	CYP2C19 activ	EphB4 ephrin blk	HIV Rev-RRE inh	PLAP activator	PLK1 kinase inh	Plk1 PBD FP	CYP2C9 inh	CYP2C19 inh
COc1ccc(C(=O)Nc2nc3nc(-c4ccccc4)cc(=O)n3[nH]2)cc1	0.7	1	-2.6	-0.7	1.7	-11.0	-15.1	33.3	4.7
Cc1cc(=O)oc2c(CN3CCCCC3)c(O)c(Cl)cc12	1.1	1	-0.5	-0.7	1.3	-19.3	15.7	-14.6	-1.7
CCCOc1ccc(C(C(=O)OCCN(CC)CC)c2ccccc2)cc1 (stereo unspecified)	0.9	1	-9.4	16.3	1.6	-8.1	21.4	11.4	0.3
c1ccc(-n2ncc3c2ncn2cnnc32)cc1	1	0.9	-6.4	4.0	0.3	31.4	4.7	4.9	7.9
Cc1cc(C)n2nc(SCC(=O)c3cc(C)n(-c4cc(C)on4)c3C)nc2n1	0.9	0.7	4.5	5.1	1.5	-6.3	8.4	9.6	34.1
CCCCN1C(=O)NC(NC(C)=O)(C(F)(F)F)C1=O (stereo unspecified)	1	1	5.8	0.0	0.9	-2.8	-8.9	-4.9	0.0
CCOC(=O)CN(c1cccc(C(C)=O)c1)S(C)(=O)=O	1.2	0.9	-4.3	8.6	1	-34.8	-31.7	-23.6	11.9
COc1ccc(CNC(=O)CCNS(=O)(=O)c2ccc(C)cc2)cc1	1.3	0.9	-0.8	7.5	0.9	-10.5	-7.1	-30.9	5.9
O=C(COc1ccccc1Cl)N1CCCC1	1	0.8	1.5	3.0	1	-1.6	6.0	-1.0	20.0
Cc1cc(-c2ccccc2)c2nncn2n1	1.1	1.1	2.5	3.3	1.1	-6.0	6.1	-13.9	-7.5
O=C(Nc1ccc2nsnc2c1)N1CCCCC1	0.9	0.6	0.4	7.6	0.9	-6.7	3.3	7.2	37.6
CCOc1ccccc1NC=C1C(=O)OC2(CCCCC2)OC1=O	2.6*	0.9	5.2	8.8	0.9	-6.7	-27.1	-163.1	13.3
Cc1cc(NC(=O)CSc2nnc(-c3ccc(Br)o3)n2Cc2ccccc2)no1	0.3	0.4	-1.1	4.3	0.9	-2.8	-3.6	66.2*	58.0*
COc1ccc(NC(C)C(=O)N/N=C/c2ccccc2OCc2ccc(Br)cc2)cc1 (stereo unspecified)	0.3	0.7	-5.2	-8.6	1	-8.8	8.8	69.1*	29.9
COc1ccccc1NC(=O)Cn1cnc2c(oc3ccccc32)c1=O	0.8	0.9	2.9	5.7	0.8	-12.6	-10.5	24.6	10.9
O=CNCC(=O)NC1CCCCCC1	0.9	1	6.0	11.6	1.1	-4.9	-11.4	11.4	2.6
CC(C)(C)NC(=O)CSc1nnc(Cc2ccc3c(c2)OCO3)n1C1CCCCC1	0.9	0.9	-4.1	3.3	1	-8.9	5.6	9.8	9.3
COc1cc2[nH]c(=S)n(N(C(C)=O)C(C)=O)c(=O)c2cc1OC	1.2	1.1	-1.0	2.4	0.8	1.4	2.2	-20.2	-8.7
COC(=O)c1sc(S(=O)(=O)NCc2cccs2)c(C(=O)OC)c1C	0.2	0.1	5.2	7.3	1.1	-10.3	-3.1	82.2*	88.6*
O=C(Nc1cc(=O)[nH]c2ncnn12)c1ccccc1Cl	0.9	1	-4.5	10.3	1	-5.9	8.6	5.6	2.2
CC1Cc2ccccc2N1C(=O)CSc1nnc(CSc2ncccn2)n1C (stereo unspecified)	0.8	0.7	x	x	1.3	x	x	15.5	25.5
O=C(CCN1C(=O)C2CC=C(Cl)CC2C1=O)N1CCCCC1 (stereo unspecified)	1.1	0.8	-2.2	14.4	1.3	0.7	-18.3	-8.7	22.4
Cn1c2ccc(F)cc2c2ncn(CCN3CCOCC3)c(=O)c21	0.5	0.7	-4.3	2.2	1.7	-15.7	1.1	46.1	31.6
CN(C)S(=O)(=O)c1ccc(C(=O)Nc2nnc(-c3ccc4c(c3)CCCC4)o2)cc1	0.9	1	4.5	6.2	1.2	-17.3	13.0	14.5	1.0
COc1ccc(CCNC(=O)C2CCN(C(=O)N(C)C)CC2)cc1OC	1.1	0.9	6.8	5.7	1.2	-6.9	2.6	-12.5	6.9

Reprinted at random: 5 entries already listed.
SMILES	CYP2C9 activ	CYP2C19 activ	EphB4 ephrin blk	HIV Rev-RRE inh	PLAP activator	PLK1 kinase inh	Plk1 PBD FP	CYP2C9 inh	CYP2C19 inh
O=C(CCN1C(=O)C2CC=C(Cl)CC2C1=O)N1CCCCC1 (stereo unspecified)	1.1	0.8	-2.2	14.4	1.3	0.7	-18.3	-8.7	22.4
COc1ccc(CCNC(=O)C2CCN(C(=O)N(C)C)CC2)cc1OC	1.1	0.9	6.8	5.7	1.2	-6.9	2.6	-12.5	6.9
COc1ccc(NC(C)C(=O)N/N=C/c2ccccc2OCc2ccc(Br)cc2)cc1 (stereo unspecified)	0.3	0.7	-5.2	-8.6	1	-8.8	8.8	69.1*	29.9
COc1ccccc1NC(=O)Cn1cnc2c(oc3ccccc32)c1=O	0.8	0.9	2.9	5.7	0.8	-12.6	-10.5	24.6	10.9
COC(=O)c1sc(S(=O)(=O)NCc2cccs2)c(C(=O)OC)c1C	0.2	0.1	5.2	7.3	1.1	-10.3	-3.1	82.2*	88.6*
